High-throughput results as filed in PubChem.
All columns: NCI-60 one-dose screen, growth in % after 48 h at 10 µM unless noted; 100 = growth as untreated, 0 = no growth, -100 = all killed.
A498: A498 renal cancer cells; hit rate 5.4% among 76,000
786-0: 786-0 renal cancer cells; hit rate 5.1% among 81,000; AID 1794775
UO-31: UO-31 renal cancer | hit rate 5.2% among 81,000
SN12C: SN12C renal cancer cells | AID 1794767 | hit rate 3.8% among 81,000
CAKI-1: CAKI-1 renal cancer; hit rate 4.7% among 75,000
ACHN: ACHN renal cancer. hit rate 4.9% among 81,000
RXF 393: RXF 393 renal cancer cells; hit rate 6.9% among 77,000
TK-10: TK-10 renal cancer cells. AID 1794769. hit rate 3.9% among 81,000
The depositor's hits bear a star; x = no result given; & = joins results of further samples. Rule for the calls: active = growth percent below 10; inactive = the rest. Compounds were not picked by outcome, and some 10% of all compounds hit somewhere here.

SMILES	A498	786-0	UO-31	SN12C	CAKI-1	ACHN	RXF 393	TK-10
O=C(CN1CCN(c2ncnc3c2cnn3-c2ccccc2)CC1)Oc1ccccc1	105	100	54	82	78	80	96	134
CC(Br)C(C)C(Cl)(Cl)Cl (configuration not stated)	107	100	91	101	104	103	101	99
COc1cc(-c2nn(-c3ccc(C)cc3)cc2C(=O)O)ccc1O	110	101	75	100	x	98	125	133
CCC(C(O)c1ccc(Cl)cc1)[N+](=O)[O-] (configuration not stated)	104	104	80	100	98	106	118	107
COc1ccc(/C=N/N=C(\C)c2nnn(-c3ccc([N+](=O)[O-])cc3)c2C)cc1	96	106	90	102	99	107	106	106
COc1ccc2nc3cc(Cl)ccc3c(C#N)c2c1	88	107	58	94	69	88	x	128
O=C1c2cccc3cccc(c23)C(=O)N1Nc1nc(NCc2ccccc2)nc(N2CCOCC2)n1	127	105	73	98	91	96	116	134
c1ccc(Cc2nn[nH]n2)cc1	93	x	94	104	97	108	104	102
CCC(C)Cn1cnc2c(SCc3ccccn3)nc(N)nc21 (configuration not stated)	x	109	73	93	95	96	102	103
c1ccc(C(Nc2ccccn2)(c2ccccc2)c2ccccc2)cc1	72	81	35	76	63	69	83	86

Reprinted from the part before: three entries, followed by the next part.
SMILES	A498	786-0	UO-31	SN12C	CAKI-1	ACHN	RXF 393	TK-10
c1ccc(Cc2nn[nH]n2)cc1	93	x	94	104	97	108	104	102
CCC(C)Cn1cnc2c(SCc3ccccn3)nc(N)nc21 (configuration not stated)	x	109	73	93	95	96	102	103
c1ccc(C(Nc2ccccn2)(c2ccccc2)c2ccccc2)cc1	72	81	35	76	63	69	83	86
Nc1ncnc2nc(NCc3ccccc3)[nH]c12	102	96	96	106	93	97	98	90
COc1ccc(-c2cc(Cc3cccs3)c(=O)n(CN3CCOCC3)n2)cc1	104	104	86	95	101	99	116	100
CN1CCc2c(sc3ncnc(N/N=C/c4ccc5ccccc5c4)c23)C1	106	51	60	72	78	67	x	110
O=C(CS(=O)(=O)c1oc(-c2ccc(Cl)cc2)nc1S(=O)(=O)c1ccc(Cl)cc1)N1CCOCC1	134	40	-20*	55	31	-98*	-76*	17
O=[N+]([O-])c1ccc(N=Nc2cc(S(=O)(=O)O)c3cccc(S(=O)(=O)O)c3c2O)cc1	124	114	66	104	57	107	121	127
Cc1ccc(S(=O)(=O)c2nc(S(C)(=O)=O)sc2N2CCNCC2)cc1	117	95	104	115	98	99	116	121
COc1cc(C)ccc1Cl	68	102	89	97	88	104	x	x
Cc1nnc2nc(N)[nH]n2c1=O	118	99	85	118	111	109	117	90
C#CCOC(=O)/C=C/c1cn(-c2ccccc2)nc1-c1ccccc1	78	105	71	90	91	98	95	98
CC1CCC2(C)OC1OC2CN (configuration not stated)	96	109	96	104	97	103	115	108
CCN1CCC(C(=O)N(CC)CC)CC1	83	103	97	98	x	x	104	88
CCC1(c2ccccc2)CN(C)C1=O (configuration not stated)	96	104	101	103	105	104	99	99
CC1=CCC23CCC4C(C)(C)CCC[C@]45C[C@]24C1C[C@@H]1C(C)(C)OC(=C(C(C)C)C3=O)[C@@]14O5 (some centres not stated)	106	94	81	86	76	96	99	86
O=c1[nH]c(Cn2nnc(-c3ccccc3)n2)nc2sc3c(c12)CCCC3	110	91	100	85	105	102	x	94
CCCCCCCCCCCCNc1ccc(Cl)cc1	116&79	86&100	57&82	85&88	107	97	107	83&96
COc1ccc(-c2c(NC(=O)Nc3ccccc3)cnn2-c2ccc(S(N)(=O)=O)cc2)cc1	93	106	83	105	x	112	x	88
C=C1OC(=O)C(=O)N1CC(=O)O	92	150	91	113	100	97	106	140
CC(C)(C)c1nn(-c2ccccc2)c2c1COCN2Cc1ccncc1	100	97	88	111	x	91	118	139
COc1cc([C@@H]2c3cc4c(cc3[C@H](O)[C@H]3COC[C@@H]23)OCO4)cc(OC)c1OC	x	79	54	90	62	78	83	94
COc1cc(-c2nc(SCc3ccc(C)cc3)[nH]c(=O)c2C#N)ccc1OCc1ccccc1	x	103	92	116	95	105	108	101
O=c1nc(NCCCC(O)(P(=O)(O)O)P(=O)(O)O)c(F)cn1C1CC(O)C(CO)O1 (configuration not stated)	110	97	100	105	79	111	144	110
O=c1ccn(Cc2cn(-c3c4ccccc4nc4ccccc34)nn2)c(=O)[nH]1	82	91	88	93	97	95	98	94
O=C(N/N=C1\CC[C@H]2[C@@H](COC(c3ccccc3)(c3ccccc3)c3ccccc3)C[C@@H](COC(c3ccccc3)(c3ccccc3)c3ccccc3)[C@@H]12)c1ccncc1	90	98	78	91	x	91	89	70
Cn1ccnc1C(=O)C(=O)Nc1ccc(CC(=O)Nc2ccccc2)cc1	103	104	86	103	93	107	102	116
COC(=O)N1C2CCCCC2=NN(c2ccccc2)N1C(=O)OC (configuration not stated)	106	109	91	100	100	97	106	93
Cc1ccccc1N=Nc1ccc2c(S(=O)(=O)O)cccc2c1O	x	104	83	99	x	105	105	95
COc1ccc(C(=O)COc2nc(-c3cccnc3)cc(-c3ccc(OC)c(OC)c3)c2C#N)cc1	88	95	74	104	95	110	94	x
COC(=O)[C@@H]1CCCN1C(=O)C1CCCN1C(=O)[C@@H](Cc1ccccc1)NC(=S)Nc1cc(C(F)(F)F)cc(C(F)(F)F)c1 (some centres not stated)	51	88	57	68	64	73	61	96
C#Cc1ccc(-n2c(/C=C/c3ccc4[nH]ccc4c3)nc3ncccc3c2=O)cc1	83	96	90	101	103	108	95	119
O=c1[nH]c(Nc2ccc(F)cc2)nc2nccc(-c3ccncc3)c12	59	91	75	93	95	98	83	101
NS(=O)(=O)c1ccc(CCn2c(-c3c(F)c(F)c(F)c(F)c3F)nc(-c3ccccc3)c2-c2ccccc2)cc1	116	107	87	100	90	102	104	109
CSc1nc(N)nn1S(=O)(=O)c1ccccc1	x	96	93	93	91	104	103	91
Cc1nc2c(n1C)CN(C(=O)Nc1nc(-c3ccc(F)cc3)ccc1N)C2	87	87	87	104	76	104	99	62
Cn1c(CO)nc2ccccc21	142	100	88	99	88	106	111	101
CC(C1=C(CN(CCc2ccccc2)C(=O)Cc2cn(-c3ccccc3)nc2-c2ccc(Cl)cc2)Cc2ccccc21)c1ccccn1 (configuration not stated)	98	89	36	85	71	83	98	98
Fc1ccc2nncc(SCc3ccccc3Cl)c2c1	80	102	101	97	60	114	120	102
O=S1(=O)c2ccccc2C(O)(c2ccccc2)c2ccccc21	x	101	x	92	x	96	102	88
O=C(NCCCNc1cc(-c2cn(-c3ccccc3)nc2-c2cccc(O)c2)ccn1)Nc1cc(C(F)(F)F)cc(C(F)(F)F)c1	71	63	51	79	74	93	8.7*	93
CN1CCN(Cc2ccc(NC(=O)c3cncc(C#Cc4c(N)ncc5ccccc45)c3)cc2C(F)(F)F)CC1	-63*	-81*	-79*	-97*	-66*	-91*	-97*	-98*
Cc1cc(C)c(C)c(Br)c1C	88	x	96	103	95	104	109	100

Part of the list above in a different format.
O=C1c2cccc3cccc(c23)C(=O)N1Nc1nc(NCc2ccccc2)nc(N2CCOCC2)n1
  A498: 127 | 786-0: 105 | UO-31: 73 | SN12C: 98 | CAKI-1: 91 | ACHN: 96 | RXF 393: 116 | TK-10: 134

Fc1ccc2nncc(SCc3ccccc3Cl)c2c1
  A498: 80 | 786-0: 102 | UO-31: 101 | SN12C: 97 | CAKI-1: 60 | ACHN: 114 | RXF 393: 120 | TK-10: 102

c1ccc(Cc2nn[nH]n2)cc1
  A498: 93 | 786-0: x | UO-31: 94 | SN12C: 104 | CAKI-1: 97 | ACHN: 108 | RXF 393: 104 | TK-10: 102

CC(C)(C)c1nn(-c2ccccc2)c2c1COCN2Cc1ccncc1
  A498: 100 | 786-0: 97 | UO-31: 88 | SN12C: 111 | CAKI-1: x | ACHN: 91 | RXF 393: 118 | TK-10: 139

The list continues.
SMILES	A498	786-0	UO-31	SN12C	CAKI-1	ACHN	RXF 393	TK-10
N#Cc1c(NC(=O)c2ccc([N+](=O)[O-])s2)[n+]([O-])c2ccc(F)cc2[n+]1[O-]	96	105	x	102	100	154	x	143
CN(C)N=C1CCCCC1	120	105	87	98	x	103	100	113
Cc1c(C(N)=O)sc2ncn(Cc3ccccc3)c(=O)c12	121	96	62	98	-1.5*	100	106	88
Cc1cc2c(s1)CCCC1CC(=O)N(CN3CCN(c4ccccc4F)CC3)N=C21 (configuration not stated)	97	96	93	104	111	105	98	110
CC1(C)CC(=O)C(/C=N/C(N)=S)=C(O)C1	93	101	100	94	100	104	103	106
O=C(Nc1nc(-c2ccccc2Cl)cs1)c1cc(-c2ccc(Br)cc2)nc2ccccc12	23	75	42	70	x	50	59	49
OC1(c2ccccc2)OC(c2ccccc2)(c2ccccc2)c2ccccc21 (configuration not stated)	95	93	88	78	45	88	84	78
NC(=O)c1nnsc1-c1ccco1	74	109	94	97	95	106	100	108
O=C(Nc1ccc(NC(=O)c2ccccc2)c2ccccc12)c1ccccc1	100	115	71	94	96	100	107	113
COc1cc(Nc2ccnc(N3CCN(c4ccnc5cc(Cl)ccc45)CC3)n2)cc(OC)c1	-1.9*	-18*	-1.5*	19	20	13	-18*	-4.7*
N#C/C(=N\Nc1ccc(Cl)cc1)C(=O)Nc1cc(-c2ccccc2)nn1-c1ccccc1	3.5*	45	47	0.1*	21	34	47	29
C=C(C)[C@@H]1CC[C@]2(/C=N/Nc3ccncc3)CC[C@]3(C)[C@H](CC[C@@H]4[C@@]5(C)CCCNC(C)(C)[C@@H]5CC[C@]43C)[C@@H]12	84	100	85	85	75	100	96	120
COc1ccc(/C=N/NC(=O)CSc2nc(-c3cnccn3)cc(-c3cccs3)c2C#N)cc1	79	23	101	64	48	74	40	99
O=[N+]([O-])c1cccc(S(=O)(=O)Nc2ccc3[nH]ccc3c2)c1	78	93	90	101	93	107	96	114
CC(C)C(NS(=O)(=O)c1ccc(N=Nc2ccc(N(C)C)cc2)cc1)C(=O)NCCOCCOCC(=O)NC(CCCCNC(=O)C(CCCCNC(=O)CCNC1CCCCC1OC1NCC(C(F)(F)F)CC1Cl)NC(=O)COCCOCCNC(=O)C1CCC(N2CCN(CC3CCC(Cl)CC3)CC2)C([N+](=O)[O-])C1)C(=O)NCCOCCOCC(=O)NC(CCCCNC(=O)CN1CCN(CC(=O)O)CCN(CC(=O)O)CCN(CC(=O)O)CC1)C(=O)O (configuration not stated)	114	102	68	93	93	92	99	96
COc1ccc(/C=C2\SC(=O)NC2=S)c(C(=O)O)c1OC	106	98	88	99	92	102	109	101
C/C(O)=C(/N=Nc1ccccc1)C(=O)O	49	91	97	107	102	118	101	95
O=C(CSc1nnc2n3c(nn12)SCC(c1ccccc1)=N3)c1ccccc1	42	97	87	112	94	102	91	105
CCCCCCCCOC(=O)Nc1ccccc1	x	100	90	93	90	102	108	90
CS(=O)(=O)CS(C)(=O)=O	81	103	94	97	x	105	109	108
CN(C)CCNC(=O)n1cc(-c2ccncc2)c(-c2cc(O)cc(Cl)c2)n1	82	81	104	92	109	81	84	93
S=c1[nH]c2cc(Cl)ccc2s1	132	107	66	97	92	95	121	98
O=C(Cn1cc(CN2C(=O)c3ccccc3S2(=O)=O)nn1)Nc1cc(Cl)c(Cl)cc1Cl	103	103	87	106	94	96	107	110
